Compound activity as filed in PubChem.
SMARCA2 act: increases SMARCA2 function in MMTV reporter cells; MG213 cells, MMTV-luciferase reporter, dexamethasone, overnight; AID 652017; 1% of 370,000 active; activation, % at 9.1 µM; in the data active = activation above about 7.8%;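 also: 0% = vehicle wells and 100% = reference activator wells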
ssDAF-12 act: activates DAF-12 receptor from parasite S. stercoralis; 1% of 370,000 active; HEK293 ssDAF-12/GRIP1 lit1-tk-luc reporter, luminescence; % of 3 µM dafachronic acid response; activation, % at 6.8 µM; AID 652126;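 active = activation above the mean over all tested compounds plus 3 SD, cut at about 0.9% in these data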;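 also: 0% = DMSO-only wells and 100% = 3 µM delta7-dafachronic acid wells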
hcDAF-12 act: H. contortus DAF-12 activation, primary screen. HEK293 hcDAF-12 lit1-tk-luc reporter, luminescence; 0% DMSO, 100% Δ7-dafachronic acid. AID 652067. 1.4% of 370,000 active. activation, % at 6.8 µM;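 active = activation above the mean of all tested compounds plus 3 SD, cut at about 5.5% in these data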;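 also: 100% = response to 3 µM Δ7-dafachronic acid high control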
NPR2 activator: GC-B (human) receptor activation; HEK293-GC-B cells, CNP EC30, cGMP TR-FRET; 0% at EC30 CNP, 100% saturating CNP; 0.11% of 370,000 active; AID 1920062; activation, % at 10 µM;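 active = activation at 10 µM reaching about 35% in either raw or pattern-adjusted values, limit read from the data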
Target sequence (P20594 whole entry, looked up): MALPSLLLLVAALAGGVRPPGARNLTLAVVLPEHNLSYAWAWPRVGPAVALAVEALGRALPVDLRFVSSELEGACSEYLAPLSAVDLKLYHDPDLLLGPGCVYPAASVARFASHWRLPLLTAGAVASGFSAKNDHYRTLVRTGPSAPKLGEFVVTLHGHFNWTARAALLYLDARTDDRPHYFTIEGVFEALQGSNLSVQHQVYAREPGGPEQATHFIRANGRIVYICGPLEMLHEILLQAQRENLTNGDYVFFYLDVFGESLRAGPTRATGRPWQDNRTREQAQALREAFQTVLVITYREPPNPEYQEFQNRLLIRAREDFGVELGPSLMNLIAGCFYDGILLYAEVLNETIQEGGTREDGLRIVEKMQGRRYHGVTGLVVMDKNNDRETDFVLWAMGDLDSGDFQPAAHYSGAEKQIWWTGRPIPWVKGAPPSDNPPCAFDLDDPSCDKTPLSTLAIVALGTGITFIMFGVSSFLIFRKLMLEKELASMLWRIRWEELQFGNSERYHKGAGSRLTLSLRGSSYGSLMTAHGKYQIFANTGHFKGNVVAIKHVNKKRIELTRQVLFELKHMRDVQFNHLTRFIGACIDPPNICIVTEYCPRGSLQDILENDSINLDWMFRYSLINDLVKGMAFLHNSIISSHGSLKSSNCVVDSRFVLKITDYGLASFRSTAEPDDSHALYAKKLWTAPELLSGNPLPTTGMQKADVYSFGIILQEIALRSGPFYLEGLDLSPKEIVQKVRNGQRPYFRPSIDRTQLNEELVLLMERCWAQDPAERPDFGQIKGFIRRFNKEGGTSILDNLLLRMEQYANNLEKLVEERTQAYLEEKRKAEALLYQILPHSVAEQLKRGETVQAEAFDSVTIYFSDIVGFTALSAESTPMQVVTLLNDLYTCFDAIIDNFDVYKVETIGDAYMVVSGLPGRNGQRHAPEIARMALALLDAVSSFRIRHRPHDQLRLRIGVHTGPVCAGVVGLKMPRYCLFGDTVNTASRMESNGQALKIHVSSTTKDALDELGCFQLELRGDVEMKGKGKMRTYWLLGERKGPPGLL
NPR1 activator: GC-A (human) enzyme activation | P16066 | HEK293 GC-A cells, cGMP TR-FRET, EC30 ANP; 0% at EC30 ANP, 100% saturating ANP | activation, % at 10 µM | 0.14% of 370,000 active; in the data active = activation above about 40%
DAX1 inh-1: inhibitors of DAX1 repression of SF-1 activated StAR promoter; HEK293T StAR-luciferase reporter, SF-1/DAX-1 repression relief; inhibition, % at 6.8 µM; 1.1% of 370,000 active; AID 652010;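 active = inhibition above the mean over all tested compounds plus 3 SD, cut at about 3.6% in these data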;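 also: 0% = DAX-1 cells with DMSO and 100% = cells lacking DAX-1 with DMSO; higher inhibition means more luminescence from relief of DAX-1 repression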
KLK7 zymogen act: activates the human kallikrein-7 zymogen | 0.9% of 370,000 active | AID 652039 | P49862 | activation, % at 7 µM | purified proKLK7, EDANS-DABCYL substrate fluorescence; 100% is mature enzyme control, 0% vehicle;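 active = activation above the mean of all tested compounds plus 3 SD, computed per campaign excluding outliers beyond control limits, cut at about 13% in these data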
GAA850 FXN act: increases GAA850 frataxin promoter reporter activity; HEK293 lucGAA850 FXN promoter luciferase reporter, 24 h; percent of 10 µM SAHA response; activation, % at 6 µM; 0.56% of 360,000 active; AID 540364;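 active = activation above the average of all compounds screened plus 3 SD, cutoff fixed separately per campaign, cut at about 7.5% in these data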;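 also: 0% = DMSO wells and 100% = 10 µM SAHA wells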
hgDAF-12 ag: hgDAF-12 agonism, primary luciferase screen; HEK293 GAL4-hgDAF12 UAS-luciferase reporter, agonist luminescence; normalized to butyrate control; 1.8% of 370,000 active; activation, % at 6.8 µM; AID 687014;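 active = activation above a cutoff set at the mean of all screened compounds plus 3 SD, cut at about 10% in these data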;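 also: 0% = DMSO wells and 100% = sodium butyrate wells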
HGIII-sPLA2 inh: Inhibits HGIII-sPLA2 liposome hydrolysis, primary screen. Q9NZ20. QFRET BODIPY PC-A2 liposome hydrolysis, fluorescence. inhibition, % at 12.2 µM. 0.56% of 370,000 active;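 active = inhibition above mean plus 3 SD of compounds lying within the high and low control bounds, cut at about 19% in these data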;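 also: 0% = median of test compound wells and 100% = no enzyme DMSO wells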
DAX1 inh-2: NR0B1 (DAX1) inhibition. HEK293 Gal4-DAX1 luciferase reporter, luminescence. AID 504766. 0.99% of 340,000 active. inhibition, % at 6.75 µM;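 active = inhibition above the mean over all tested compounds plus 3 SD, cut at about 4.2% in these data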;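 also: 0% = DAX1-transfected cells with DMSO and 100% = empty-vector control cells with DMSO; inhibition shows as a rise in luminescence from relieved DAX1 repression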
* = called active by the depositor; / = not tested or not shown. Compounds were not picked by outcome, and some 6.7% of all compounds hit somewhere here.

Molecule	SMARCA2 act	ssDAF-12 act	hcDAF-12 act	NPR2 activator	NPR1 activator	DAX1 inh-1	KLK7 zymogen act	GAA850 FXN act	hgDAF-12 ag	HGIII-sPLA2 inh	DAX1 inh-2
COc1ccc(C2=NN(C(=S)Nc3ccccc3)C(c3ccccc3)C2)cc1 (configuration not stated)	-2	-1.7	-0.2	4	-1	0.0	-0.8	0.5	0.1	-2	-0.6
Cc1ccc(NS(=O)(=O)c2cc3c(cc2Br)NC(=O)CO3)cc1C	-3	-0.8	-2.3	-12	-14	-2.1	-0.4	-2.1	-3.1	-21	/
Cc1onc(-c2ccccc2Cl)c1C(=O)Nc1nc2c(s1)CCCC2	0	-0.5	0.9	-11	-1	0.7	-0.7	-1.9	4.5	-12	2.6
CN(Cc1c(F)cccc1Cl)c1ccc(S(=O)(=O)N2CCOCC2)cn1	-1	-1.9	-0.5	2	4	-0.5	-0.4	0.5	1.3	0	-1.3
COc1cc(NC(=O)CCN2CCOCC2)cc(OC)c1	0	-0.9	0.9	1	1	0.1	0.1	-1.2	-0.7	-2	1.0
CCN1C(=NCCOC)N[C@@H](c2cccs2)C(C(=O)OC)=C1C	-2	-1.5	-1.3	-6	-2	0.1	-0.2	-1.6	0.2	10	-0.2
CCCCc1nc2cc(C(=O)N3CCCCC3CCO)ccc2o1 (configuration not stated)	1	-0.4	2.5	2	3	2.0	-0.1	1.8	7.3	-8	1.1
CCSc1ncc(Cl)c(C(=O)Nc2ccccc2F)n1	-2	-1.4	-0.6	0	-3	0.2	-0.5	1.3	0.7	5	-0.4
O=S(=O)(Nc1cccc(-c2ccc3nncn3n2)c1)c1cccs1	1	-1.4	2.5	-2	2	0.8	-0.2	1.6	2.4	0	0.1
CC(=O)NC(NC(=S)Nc1ccc(S(N)(=O)=O)cc1)C(Cl)(Cl)Cl (configuration not stated)	0	-1.3	-1.9	10	6	0.3	0.3	1.1	-0.4	6	-0.2
CC(C)C(NS(=O)(=O)c1ccccc1F)C(=O)N1CCc2ccccc2C1 (configuration not stated)	-2	-0.7	0.8	-5	1	0.0	-0.3	-0.3	-1.2	9	1.2
O=S(=O)(CCc1ccccc1)N1CCOCC1	-3	-1.3	1.6	-7	-3	0.3	-0.8	1.1	-0.9	7	0.6
CCCN(c1ccc(C)cc1)c1nc(=O)c2cccnc2s1	-4	1.1*	1.8	-3	-8	0.1	-0.6	-0.5	1.1	4	/
COc1ccc(CNC(=O)COC(=O)c2cc(-c3cccs3)nc3ccccc23)cc1OC	-2	-1.5	-2.4	-4	-1	-0.2	15*	-3.3	-0.8	-30	3.2
C=CCNC(=S)Nc1cc(C)ccn1	3	-1.9	1.2	1	-1	-0.2	-0.6	-1.2	-1.9	7	0.3
Cc1nn2c(=O)cc(COC(=O)c3ccc(S(=O)(=O)N4CCCCC4)cc3)nc2s1	1	-1.1	2.2	-3	1	-0.3	1.0	1.2	-1.4	2	0.1
COn1c(SCC(N)=O)nc2ccccc2c1=O	0	-1.2	-1.4	-3	4	0.1	0.2	3.2	-0.1	3	0.1
COC(=O)c1csc(S(=O)(=O)N2CCCCC2)c1OC	0	-1.1	-1.1	4	3	-0.5	0.8	-1.8	-1.4	-2	2.3
COc1ccc(NC(=S)NC(=O)/C=C/c2ccc(F)cc2)cc1	-1	-1.2	0.1	0	-2	0.1	0.2	1.2	-1.6	-1	-0.4
COc1ccc(CCNC(=O)COC(=O)C2CC2)cc1	-1	-1.1	-0.3	-1	0	-0.5	-0.6	0.3	-1.9	-3	-0.6
CC1(C)COC(c2ccc3c(c2)OCO3)OC1	-2	-0.5	-0.1	-3	2	-1.9	0.4	0.9	1.9	9	-0.8
Cc1cc(O)ccc1Nc1cc(-c2cccc(N)c2)ncn1	-1	-1.1	-0.1	1	4	-1.2	-0.7	-0.5	1.0	0	/
CC(=O)Nc1cc(NC(C)=O)cc(C(=O)OC(C)C(=O)Nc2ccc(S(=O)(=O)N3CCCC3)cc2)c1 (configuration not stated)	3	-0.8	0.7	-10	0	2.0	0.4	-1.0	1.9	-12	-0.7
CN(C)S(=O)(=O)c1ccc(NC(=O)CN2CCOCC2)cc1	2	-1.6	-1.9	4	2	-0.5	0.4	-0.1	-1.0	2	3.0
C/C(CC(=O)Nc1cccc(Cl)c1Cl)=N\NC(=O)C(=O)NC1CCCCC1	2	0.0	1.8	-3	3	-0.2	0.2	2.0	0.5	-9	-0.9
COc1cc(N)c(C(O)c2nccc3cc(OC)c(OC)cc23)cc1OC (configuration not stated)	-2	-0.9	0.1	7	4	0.2	-0.9	2.1	-1.4	7	-1.3
O=C(CCn1c(=O)[nH]c2ccccc2c1=O)N1CCN(c2cccc(C(F)(F)F)c2)CC1	-4	-0.8	0.5	-8	-7	0.1	0.0	0.2	-1.3	-3	0.8
Cc1[nH]c2ccccc2c1C(=O)CSC(=S)N(C)C	1	-1.5	1.7	10	2	0.5	-0.1	-0.7	3.6	-6	1.2
O=C1CSC(=Nc2ccc(O)cc2)N1c1ccc(O)cc1	-1	-1.2	-0.3	5	-1	-0.1	-0.1	1.5	-0.5	-3	0.5
O=C(C(=O)N1CCC(CNS(=O)(=O)Cc2ccccc2)CC1)c1cc2ccccc2o1	-5	-1.2	-0.7	5	0	-0.2	-0.7	/	-2.9	8	/
Cc1ccc(-n2ncc3c(NNC(=O)c4ccco4)ncnc32)c(C)c1	-1	-1.0	-0.2	7	-2	0.0	-0.3	2.9	2.3	8	0.9
CC(=O)c1nc(N2C(=O)CC(Cc3cccc(C)c3)C2=O)sc1C (configuration not stated)	-2	-1.9	1.1	-6	-1	0.1	-1.5	0.2	2.6	15	1.0
CC1(C)OC(=O)N(c2ccccn2)C1(C)O (configuration not stated)	-3	-1.0	-1.0	0	1	-0.3	0.2	-1.3	1.7	0	1.0
CC(=O)NC(c1ccc(F)c(F)c1)c1nc(-c2ccncc2)cs1 (configuration not stated)	-6	-1.4	-0.9	-4	-1	-1.6	-1.0	2.4	-0.1	10	/
Cc1cccc(NC(=O)c2sc(NC(=O)c3ccco3)c(C#N)c2C)c1C	-1	-1.2	-0.2	3	2	0.0	0.1	0.0	2.4	-5	-0.5
Cc1ccc(OCCCn2ccnc2)c([N+](=O)[O-])c1	-2	-1.4	-1.6	-1	-2	-0.8	0.2	-0.6	3.7	-11	-0.6
COc1ccc(CN(C(=O)CSc2nnc(-c3ccc(F)cc3)o2)c2ccc(F)cc2)cc1	-2	-1.2	2.7	-2	-7	0.8	0.4	1.7	-2.2	-4	-1.4
COc1ccc(/C(=N\Nc2ccccc2C(=O)O)c2ccccc2)cc1	0	-1.0	2.3	3	-2	0.7	1.1	1.6	4.7	-21	0.2
COc1cc(OC)cc(C(=O)/C=C2\Sc3ccccc3N2C)c1	1	-1.4	-1.1	-7	-3	0.4	-0.6	3.4	3.6	-1	-0.5
CC1CC(C)CN(C(=O)C2CC(=O)N(c3ccc(F)cc3)C2)C1 (configuration not stated)	-1	-1.4	-0.7	-12	-6	-0.1	0.2	-0.2	-1.0	1	0.5
O=S1(=O)C[C@@H](N2CCN(c3ccccn3)CC2)[C@H](COCc2ccccc2)N1	-4	-1.3	4.8	-2	0	0.2	-0.6	0.8	0.6	11	1.7
Cc1ccc(S(=O)(=O)N(CC(=O)NCC2CCCO2)c2cccc([N+](=O)[O-])c2)cc1 (configuration not stated)	-3	-0.7	-2.1	4	-1	0.2	-0.2	1.2	-3.8	-2	0.3
COc1cc(CN2CCCCCC2)cc([N+](=O)[O-])c1O	-1	-0.4	-1.8	2	-1	0.3	0.4	0.8	0.8	-1	0.5
CC12CCC(=O)N1C(C(=O)O)Cc1c2[nH]c2ccccc12 (configuration not stated)	-2	-0.8	-0.5	3	2	0.4	-0.2	2.1	-0.5	-2	-0.3
Nc1c(C(=O)O)sc2nc(-c3ccccc3)cc(-c3ccccc3)c12	0	-0.9	1.7	-2	0	-0.1	-1.1	1.1	-0.4	-4	0.4
O=C(NCc1ccco1)c1cc2cc3ccc(Cl)cc3nc2o1	4	-1.2	-1.4	11	15	-1.2	1.2	0.9	3.0	-9	-1.3
Cc1ccc(C2(C)NC(=O)N(CC(=O)Nc3cc(S(=O)(=O)N4CCOCC4)ccc3C)C2=O)cc1 (configuration not stated)	-4	-1.0	-3.0	2	-5	0.1	0.3	2.1	-0.8	-11	-0.5
COc1ccc(C(=Cc2ccccc2)C(=O)O)cc1	-2	-1.4	-0.2	-2	-6	0.7	0.2	-0.3	0.3	10	0.0
CCN(CC)c1ccc2cc(-c3nnc(-c4ccccc4)o3)c(=O)oc2c1	6	-0.1	1.8	1	10	1.2	-3.1	4.0	8.1	-8	1.4
Cc1cc(C(=O)Nc2nc3c(C)cccc3s2)c(C)o1	0	-0.7	-0.6	-5	6	0.3	0.1	0.6	5.7	-2	0.2

Compound profiles (already shown):
O=C(C(=O)N1CCC(CNS(=O)(=O)Cc2ccccc2)CC1)c1cc2ccccc2o1 is entered as SMARCA2 act: -5; ssDAF-12 act: -1.2; hcDAF-12 act: -0.7; NPR2 activator: 5; NPR1 activator: 0; DAX1 inh-1: -0.2; KLK7 zymogen act: -0.7; GAA850 FXN act: /; hgDAF-12 ag: -2.9; HGIII-sPLA2 inh: 8; DAX1 inh-2: /
CC12CCC(=O)N1C(C(=O)O)Cc1c2[nH]c2ccccc12 (configuration not stated) is entered as SMARCA2 act: -2; ssDAF-12 act: -0.8; hcDAF-12 act: -0.5; NPR2 activator: 3; NPR1 activator: 2; DAX1 inh-1: 0.4; KLK7 zymogen act: -0.2; GAA850 FXN act: 2.1; hgDAF-12 ag: -0.5; HGIII-sPLA2 inh: -2; DAX1 inh-2: -0.3

Further records.
Molecule	SMARCA2 act	ssDAF-12 act	hcDAF-12 act	NPR2 activator	NPR1 activator	DAX1 inh-1	KLK7 zymogen act	GAA850 FXN act	hgDAF-12 ag	HGIII-sPLA2 inh	DAX1 inh-2
CCN(CC)S(=O)(=O)c1cccc(C(=O)OCC(=O)c2ccc3c(c2)NC(=O)CO3)c1	-3	-1.7	-1.7	-7	0	0.1	0.0	1.3	-0.1	-27	-0.8
O=C(O)CSCC(=O)Nc1ccc(Br)c(C(F)(F)F)c1	-1	-1.7	0.3	5	-2	-0.1	0.5	3.4	-2.1	0	/
CCN1CCN(S(=O)(=O)c2cc(C(=O)O)ccc2Cl)CC1	0	-1.3	-0.8	3	1	0.2	0.5	-0.6	2.1	-4	-1.2
CCOP(=O)(OCC)C(Nc1ccccc1)c1cc(OC)ccc1OC (configuration not stated)	-4	-1.2	0.3	-10	-20	-0.7	-0.4	1.1	-1.9	6	-0.9
O=C(N/N=C/c1ccncc1)c1cc2ccccc2o1	-4	-1.3	-0.8	0	-8	-0.9	1.2	-1.0	-1.6	14	-0.2
CC(C)(C)OC(=O)[C@H]1[C@H](c2ccc([N+](=O)[O-])cc2)C2(C(=O)c3ccccc3C2=O)C2c3ccccc3C=NN21 (some centres not stated)	-3	-1.8	0.4	0	-2	-0.6	0.0	1.2	-3.1	-11	-0.5
O=C(Nc1ccc(-c2nc3ncccc3o2)cc1)c1ccc(Br)o1	-5	-1.0	-1.6	3	0	-0.7	-0.8	1.3	-1.2	1	-2.5
